From PubChem
TNAP inh hiacc: blocks human TNAP under high phosphate acceptor concentration; P05186; purified TNAP, CDP-star luminescence, 1 M DEA; inhibition, % at 20 µM; actives 0.03% (n = 200,000); AID 1135;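 active means over 50% inhibition of tissue-nonspecific alkaline phosphatase at 20 µM in the single-dose screen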;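 further: plate controls were DMSO wells for no effect and EDTA-quenched wells as full inhibition for full effect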
Target sequence (P05186 whole entry, looked up): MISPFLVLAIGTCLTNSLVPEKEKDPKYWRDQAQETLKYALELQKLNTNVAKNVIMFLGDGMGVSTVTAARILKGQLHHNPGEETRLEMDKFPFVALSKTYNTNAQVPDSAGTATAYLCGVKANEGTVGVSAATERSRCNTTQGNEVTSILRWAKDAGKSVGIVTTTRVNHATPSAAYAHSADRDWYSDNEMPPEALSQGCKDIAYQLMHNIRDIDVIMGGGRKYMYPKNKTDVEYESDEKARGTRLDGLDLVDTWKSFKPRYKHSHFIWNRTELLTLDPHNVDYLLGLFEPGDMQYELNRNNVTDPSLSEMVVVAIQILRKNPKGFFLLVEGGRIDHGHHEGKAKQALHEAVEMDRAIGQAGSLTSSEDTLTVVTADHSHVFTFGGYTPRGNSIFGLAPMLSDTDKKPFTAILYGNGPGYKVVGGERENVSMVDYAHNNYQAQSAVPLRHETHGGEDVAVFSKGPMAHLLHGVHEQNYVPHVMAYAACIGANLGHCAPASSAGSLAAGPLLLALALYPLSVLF
Diaph inh CS: diaphorase inhibition or chemical oxidation counter-screen; diaphorase resazurin-to-resorufin fluorescence, NADH, 16 min; bacterial (C. kluyveri) enzyme, not human; actives 0.69% (n = 190,000); AID 1217; inhibition, % at 20 µM;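 active means primary screen inhibition at 20 µM above a set limit, cut at about 50% in these data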;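 further: plate controls were DMSO with full reaction for no effect and wells lacking NADH for full effect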
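Assay system – diaphorase enzyme from Clostridium kluyveri · Amount – diaphorase 0.14 U/mL (working solution) · Times – reaction incubation of 16 min at room temperature · Controls – No-NADH positive control and DMSO neutral control · Signal – resorufin fluorescence 544/590 nm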
PMI act hi M6P: increases human PMI activity with near-saturating mannose 6-phosphate. coupled PMI enzyme assay, resazurin fluorescence, 20 min; active compounds read high; 1 = untreated enzyme, 0 = substrate-free blank. activation factor at 20 µM. actives 0.34% (n = 190,000). AID 1216;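 active means activation factor of 2 or more at 20 µM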
Target sequence (P34949 whole entry, looked up): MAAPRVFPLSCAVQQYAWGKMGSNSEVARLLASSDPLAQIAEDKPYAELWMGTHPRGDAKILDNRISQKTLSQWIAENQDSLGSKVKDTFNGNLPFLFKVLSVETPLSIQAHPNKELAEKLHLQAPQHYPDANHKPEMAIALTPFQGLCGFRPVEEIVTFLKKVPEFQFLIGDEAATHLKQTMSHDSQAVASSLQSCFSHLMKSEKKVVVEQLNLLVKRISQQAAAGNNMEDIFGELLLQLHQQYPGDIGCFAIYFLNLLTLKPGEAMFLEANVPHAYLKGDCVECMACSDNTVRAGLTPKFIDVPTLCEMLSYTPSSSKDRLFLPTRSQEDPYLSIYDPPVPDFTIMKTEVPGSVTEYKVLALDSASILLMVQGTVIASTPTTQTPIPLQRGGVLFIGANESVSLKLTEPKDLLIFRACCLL
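Material: human phosphomannose isomerase with PGI, G6PDH, diaphorase coupling enzymes. Quantity: 15 ng/mL PMI. Medium: HEPES pH 7.4 buffer with MgCl2 and Tween-20. Reagent: Near-saturating mannose-6-phosphate, 1.0 mM. Compound: 20 µM single dose. Times: enzyme reaction with compound 20 min at room temperature. Detection: resorufin fluorescence at Ex 544/Em 590 nm.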
PMI act: phosphomannose isomerase (human) activation; purified human PMI, coupled resazurin fluorescence, 20 min; active compounds read high; 1 = vehicle control, 0 substrate-free wells; activation factor at 20 µM; actives 0.005% (n = 190,000);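 active means activation factor of 2 or more at 20 µM, relative to plate controls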
bIAP activator: increases bovine intestinal alkaline phosphatase activity. purified bovine IAP, CDP-star luminescence, 30 min; active compounds read high; fold of DMSO-control signal, blank-subtracted. activation factor at 20 µM. actives 0.17% (n = 200,000). AID 1016;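 active means activation factor of 2 or more at 20 µM, a signal rise over negative controls twice the positive control's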
Lmaj promast: reduces viability of Leishmania major promastigotes; AID 1063; actives 9% (n = 200,000); resazurin fluorescence viability; inhibition, % at 10 µM; in the data active means inhibition above about 50%;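 further: promastigotes grown with compound for 44 hours at 28 °C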
TNAP inh noacc: inhibitors of human TNAP without phosphate acceptor; purified TNAP, CDP-star luminescence, 30 min; AID 1012; inhibition, % at 20 µM; P05186; actives 0.26% (n = 200,000);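 active means tissue-nonspecific alkaline phosphatase inhibition above about 50% at 20 µM in the single-dose screen, limit read from the data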;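 further: 0% = DMSO negative control and 100% = EDTA positive control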
Diaph act CS: diaphorase activation or chemical reduction counter-screen; Diaphorase/resazurin coupled assay, resorufin fluorescence, 16 min; active compounds read high; 1 = vehicle wells, 0 = NADH-free wells; actives 0.005% (n = 190,000); activation factor at 20 µM;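 active means diaphorase activity raised at least twofold by the compound at 20 µM; inactive means activation factor below 2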
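Material: Clostridium kluyveri diaphorase, purified enzyme; Quantity: enzyme 0.07 U/mL final; Medium: HEPES pH 7.4 buffer with MgCl2 and Tween 20; Dosing: single compound dose of 20 µM, 1% DMSO final; Schedule: 16 min reaction at room temperature; Measured by: red resorufin fluorescence at 544/590 nm excitation/emission.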
TNAP act hiacc: activators of human TNAP at high phosphate acceptor concentration. P05186. purified TNAP, CDP-star luminescence, 1 M DEA, 30 min; active compounds read high; 0 = EDTA background, 1 = DMSO-only activity. activation factor at 20 µM. 200,000 tested, under 10 active;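 active means activation factor at least 2 at 20 µM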
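Measured by: Luminescent substrate turnover signal | Test system: Human TNAP | Input: TNAP 1/800 final | Dosing: 20 µM single point | Schedule: 30 min, room temperature | Controls: EDTA wells as negative control, DMSO wells as positive control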
bIAP inhibitor: intestinal alkaline phosphatase (bovine) inhibition | 190,000 tested, under 10 active | AID 1019 | purified bovine IAP, CDP-star luminescence, 30 min | inhibition, % at 20 µM;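 active means over 50% inhibition of intestinal alkaline phosphatase at 20 µM in the single-dose screen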
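System: Purified bovine intestinal alkaline phosphatase (IAP) enzyme | Input: IAP diluted 1/65,000,000 in the well | Also added: CDP-star chemiluminescent phosphatase substrate, 30 µM final | Dosing: 20 µM single dose | Times: Enzyme reaction for 30 min at room temperature | Detection: Luminescence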
The depositor's hits bear a star. This is a random part of the collection. Share with any hit: about 10%.

SMILES	TNAP inh hiacc	Diaph inh CS	PMI act hi M6P	PMI act	bIAP activator	Lmaj promast	TNAP inh noacc	Diaph act CS	TNAP act hiacc	bIAP inhibitor
CN1CCN(c2nc3c(c(=O)[nH]c(=O)n3C)n2CCSc2nc3ccccc3s2)CC1	-3	1	1.1	1.1	1	-2	-7	1	1	3
Cc1cc([N+](=O)[O-])nn1CCCC(=O)Nc1sc2c(c1C(N)=O)CCC(C)C2 (stereo unspecified)	0	3	1	0.9	1	69*	-15	1	1	2
C=CCNc1nc(-c2ccccc2)c(C(=O)OCC)cc1C#N	-3	8	0.9	0.8	0.9	1	-6	0.9	1	8
CC(C)N(CCNC(=O)c1oc(=O)c2ccccc2c1-c1ccccc1)Cc1ccco1	-1	11	1	1	1	7	-3	0.9	1	-1
Cc1cc(Oc2ccccc2)nc(-c2ccccc2)n1	-5	6	1	1	1	4	1	0.9	1	-3
CCOC(=O)c1cc(C(C)=O)n2ccccc12	-4	4	1.1	1.1	0.9	0	-13	1	1	7
C=CCc1cccc(/C=N/NC(=O)CNc2ccccc2OC)c1O	0	20	1.2	1.1	1.2	-10	-27	0.8	1	-21
O=C(Nc1nc2ccccc2s1)NC1CCCCC1	-7	17	0.9	0.8	1	6	-1	0.8	1.1	0
Cc1ccc(NC(=O)CN(C)C(=O)Cn2cc(C(F)(F)F)ccc2=O)cc1	-3	10	1	1	0.7	-2	0	0.9	1	29
COC(=O)Cn1c(CCC(=O)O)ccc1-c1ccccc1	-5	12	1	1	0.9	-9	-18	0.9	1.1	8
Cc1cc(C(=O)OCC(=O)NC2CCS(=O)(=O)C2)c2ccccc2n1 (stereo unspecified)	-9	12	1	1	0.9	-2	-16	0.9	1.1	7
CN(Cc1cnn(C)c1)C(=O)c1sc2cccc(Cl)c2c1Cl	-1	-4	1.1	1.1	0.9	-4	0	1	1	8
O=C(Nc1ccc(F)cc1)N(CCCN1CCOCC1)Cc1cc2cc3c(cc2[nH]c1=O)OCO3	-2	21	0.9	1	1	-2	-7	0.8	1	-2
COc1cc(CNc2cc(C)ccc2C)cc(OC)c1OC	-1	12	0.9	0.9	0.9	-2	-3	0.9	1	8
COc1ccc(OC)c(/C=N/NC(=O)CCc2ccc(O)c(O)c2)c1	14	49	0.7	0.6	0.8	-9	62*	0.5	0.9	17
COc1ccc(C2C3=C(CCCC3=O)Nc3ccc4ncccc4c32)cc1OC (stereo unspecified)	0	15	0.6	0.9	1.2	75*	-15	0.8	1	-17
COc1ccc(Nc2nc(C)nc3c2nnn3Cc2ccccc2)cc1OC	-5	18	0.8	0.9	0.9	3	-7	0.8	1	6
Cc1cc(C)n(-c2cc(N3CCN(S(=O)(=O)c4ccc(Cl)cc4)CC3)ccc2[N+](=O)[O-])n1	3	23	0.9	0.9	0.9	23	-5	0.8	1	13
CCOc1ccc(CC(=O)C2C(=O)CC(C)(C)CC2=O)cc1OCC	1	-9	1.4	1.4	1	-6	-9	1.1	1	-1
CCCCC(=O)NS(=O)(=O)c1ccc(N=NN2CCCCC2)cc1	-5	16	1	1	0.8	32	-9	0.8	1	17
COc1ccccc1NC(=O)CN(Cc1ccco1)C(=O)c1cccs1	-2	3	1.1	1.1	0.9	1	-1	1	1	9
CCc1c(C(=O)Nc2cc(C)ccc2OC)[nH]c(C)c1C(C)=O	0	6	0.9	0.9	0.9	6	-2	0.9	1	7
Cc1cccc(OCC(=O)Nc2ccc(S(=O)(=O)Nc3ccccn3)cc2)c1	-4	16	0.8	0.9	1.2	-3	-7	0.8	1	-22
CCCCCCC(=O)Cc1cc(OC)c(OC)cc1C=C(C(=O)OCC)C(=O)OCC	4	27	0.7	0.8	0.9	20	-2	0.7	1	7
COCCN1C(=O)C(O)=C(C(C)=O)C1c1ccc(OC)c(OC)c1 (stereo unspecified)	-6	9	1	1.1	0.9	1	4	0.9	1.1	7
O=C(NCC1CCCO1)c1ccccc1-c1nc(-c2ccc(F)cc2)no1 (stereo unspecified)	-6	4	1	1	0.9	-3	-12	1	1.1	12
CCC(O)(c1ccc(OC)cc1)C(CN1CCOCC1)c1ccccc1 (stereo unspecified)	2	12	1.1	1.2	1.1	9	4	0.9	1	-14
Cc1ccc(OCC(=O)N2CCCc3ccccc32)cc1	-3	0	1	1.1	1.1	-3	0	1	1	-9
COc1ccc(Nc2cc(Cl)nc(N)n2)cc1	-2	21	0.9	0.8	1	1	-7	0.8	1	3
CCOC(=O)N1CCN(C(=O)c2cc3c(=O)n(C)c4ccccc4c3n2C)CC1	-5	17	0.9	1	1	2	-18	0.8	1.1	-4
Cc1cc(C(=O)COC(=O)CN=C2NS(=O)(=O)c3ccccc32)c(C)n1CCc1ccc(Cl)cc1	-4	25	0.8	0.9	0.8	-6	-19	0.7	1	18
COc1ccc(N=C2C(=O)N3CCCc4cccc2c43)cc1	5	6	0.6	0.9	0.8	2	4	0.9	1	21
CCN(CC)S(=O)(=O)c1cc(C(=O)Oc2ccccc2OC)ccc1OC	-4	24	0.9	1	0.9	-2	9	0.8	1	5
Cc1cccc(-n2c(-c3csc(C)c3)n[nH]c2=S)c1	-5	19	1.1	1	0.8	-9	-1	0.8	1	18
Cc1cccc(OCC(=O)Nc2ccc(S(=O)(=O)N3CCN(C)CC3)cc2)c1	-2	14	1	1	1	-4	-7	0.9	1	3
CCc1nnc(NC(=O)Nc2ccc(OC)cc2)s1	-3	8	1	1	0.9	-6	-6	0.9	1	12
COc1ccc(N)c2c1OCCC2=O	3	26	0.4	0.8	0.9	1	-3	0.7	1	10
COc1ccc(NS(=O)(=O)c2ccc(NC(=S)NC(=O)c3cccnc3)cc2)nn1	-3	-1	1.1	1	1.1	-10	-6	1	1	-12
Cc1ccccc1NC(=O)NC1(C(=O)N2CCCC2)CCCCC1	-6	9	1	0.9	1	-7	-14	0.9	1.1	-4
O=C(O)Cn1nc(-c2ccccc2)c2ccccc2c1=O	-3	13	0.9	0.9	0.9	-5	-18	0.9	1	6
CCOC(=O)CSc1nnc(NC(=O)c2cccc(S(=O)(=O)N3CCCCC3)c2)s1	-3	1	1	1	0.9	-6	-8	1	1	7
CCOc1ccc(N2C(=O)CC(N(C)Cc3ccccc3)C2=O)cc1 (stereo unspecified)	-1	-2	1	1	0.9	-4	2	1	1	8
CCOc1nonc1C(=N)/C(C(C)=O)=C(\C)O	-5	10	1	1.1	1	-6	-17	0.9	1	2
COc1ccc(OC)c(NC(=O)c2nnn(Cc3ccccc3C)c2N)c1	-3	20	0.8	0.8	1	20	-9	0.8	1	-1
CCc1c(C)sc(NC(=O)c2cc(-c3ccc(OC)c(OC)c3)on2)c1C#N	-4	3	1	0.9	1.1	-6	-6	1	1	-5
CC(C)Cc1cc(C(=O)N2CCC(N3CCC(C(=O)N4CCOCC4)CC3)CC2)n[nH]1	-3	15	1	1	1.1	1	88*	0.8	1	-6
CCN(CC)C(=O)CSc1nc2c(c(-c3cccnc3)c1C#N)CCCC2	-7	6	1	1	1.1	4	-12	0.9	1.1	-8
COc1cc(C(=O)NCCC(=O)NC2CCCCCCC2)cc(OC)c1OC	-3	5	1	1	1	-6	-11	0.9	1	-4

Records listed above printed as active in TNAP inh noacc.
SMILES,TNAP inh hiacc,PMI act hi M6P,PMI act,bIAP activator,TNAP inh noacc,TNAP act hiacc,bIAP inhibitor
COc1ccc(OC)c(/C=N/NC(=O)CCc2ccc(O)c(O)c2)c1,14,0.7,0.6,0.8,62*,0.9,17
CC(C)Cc1cc(C(=O)N2CCC(N3CCC(C(=O)N4CCOCC4)CC3)CC2)n[nH]1,-3,1,1,1.1,88*,1,-6

Next part
SMILES	TNAP inh hiacc	Diaph inh CS	PMI act hi M6P	PMI act	bIAP activator	Lmaj promast	TNAP inh noacc	Diaph act CS	TNAP act hiacc	bIAP inhibitor
COc1ccc(NC(=S)N2CCC(N(C)CC3CCCO3)CC2)cc1Cl (stereo unspecified)	-2	0	1	0.9	1	95*	-1	1	1	-2
C=CCn1c(SCC(=O)N2CC(=O)Nc3ccccc32)nc2scc(-c3cccs3)c2c1=O	-6	10	0.9	0.9	1.2	65*	-14	0.9	1.1	-20
Cc1cc(C)c(OCC(=O)NCC2CCCO2)c(C)c1 (stereo unspecified)	2	3	1	1	1	-3	-4	1	1	4
CCOC(=O)c1cc(NC(=O)CSCCO)ccc1Cl	0	5	0.9	0.9	1	-2	-8	0.9	1	2
COc1cccc(-c2nc(NCc3ccco3)c3ccccc3n2)c1O	-3	1	1	1	1	5	-10	1	1	2
CCOc1ccc2nc(SCC(=O)N(C)C3CCS(=O)(=O)C3)[nH]c2c1 (stereo unspecified)	-7	14	0.9	1	1	-6	-12	0.9	1.1	2
COc1cccc(CN2CCN(C(=O)CC(C)C)CC2)c1	-6	33	0.9	1	1.1	-3	-12	0.7	1.1	-8
Cc1cc(NC(=O)CCc2ccccc2)c([N+](=O)[O-])cc1C	-3	18	0.9	0.9	0.9	51*	-13	0.8	1	9
COc1cccc(-n2c(SCC(=O)Nc3ccc4c(c3)CCC4)nc3ccccc3c2=O)c1	0	19	0.9	0.9	1.3	33	-11	0.8	1	-32
O=C1OCCN1C(=O)[C@H]1[C@H](c2ccc(F)cc2)C(c2ccc(F)cc2)=NN1c1ccccc1	-6	32	0.8	0.8	1.2	-1	-9	0.7	1.1	-20
CCC(C)n1c(OC)nc2c1c(=O)n(C)c(=O)n2C (stereo unspecified)	-7	11	1.1	1	0.9	-5	-12	0.9	1.1	5
Cc1nc(-c2cccc(NS(C)(=O)=O)c2)cs1	-4	9	1	1	0.8	-8	-16	0.9	1	17
CCOC(=O)CCCNC(=O)CCCNC(=O)C(c1ccccc1)c1ccccc1	1	2	1	1.1	0.7	-3	-2	1	1	30
Cc1ccc(S(=O)(=O)Nc2ccccc2F)cc1C(=O)NCCCN1CCCC1=O	-8	10	1	1	1	-5	-14	0.9	1.1	3

4 compounds already listed, sorted by length of the SMILES, descending.
SMILES	TNAP inh hiacc	Diaph inh CS	PMI act hi M6P	PMI act	bIAP activator	Lmaj promast	TNAP inh noacc	Diaph act CS	TNAP act hiacc	bIAP inhibitor
COc1ccc(OC)c(NC(=O)c2nnn(Cc3ccccc3C)c2N)c1	-3	20	0.8	0.8	1	20	-9	0.8	1	-1
CN(Cc1cnn(C)c1)C(=O)c1sc2cccc(Cl)c2c1Cl	-1	-4	1.1	1.1	0.9	-4	0	1	1	8
O=C(O)Cn1nc(-c2ccccc2)c2ccccc2c1=O	-3	13	0.9	0.9	0.9	-5	-18	0.9	1	6
CCOC(=O)c1cc(C(C)=O)n2ccccc12	-4	4	1.1	1.1	0.9	0	-13	1	1	7
